High-throughput results: PubChem, several laboratories
GPR35 antagonists: GPR35 antagonists blocking zaprinast-driven arrestin recruitment, primary screen, imaging, U2OS, beta-arrestin-GFP, zaprinast agonist (AID 2058); G-protein coupled receptor 35 (Homo sapiens); U2OS GPR35 beta-arrestin-GFP translocation imaging, zaprinast antagonism; higher % means a stronger effect; one-dose inhibition, % at 10 µM; IC50 in µM for titrated hits; 290,000 compounds, 0.052% hits;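 active = inhibition of at least 50% with at least 30 cells and total cytoplasm GFP at most 10,000,000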
Rac1 GTP hydrolysis: MgcRacGAP GTPase-activating activity inhibitors, confirmation, biochemical, ADP Hunter fluorescence. Rac GTPase-activating protein 1 (Homo sapiens). MgcRacGAP-stimulated Rac1 GTP hydrolysis, ADP Hunter fluorescence; higher % means a stronger effect; GST-tagged Rac1 F28L mutant substrate. inhibition, % at 30 µM; hits with a dose series show IC50 in µM. 340,000 compounds, 0.6% hits;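 active = first-screen hits whose inhibition reached a set limit at any dose in the follow-up dose series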;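 note: fluorescence reports GDP produced by GAP-driven GTP hydrolysis; strong numbers were not always called active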
T cell modulator: modulators of CD8 T cell-vesicle binding, primary screen, mouse 2C CD8+ T cells, flow cytometry | 2C CD8+ T cell-vesicle binding; stronger effect = lower value | calls only at 7 µM | 330,000 compounds, 0.068% hits;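 active = response, share of CD8 T cells binding vesicles, and their 90th percentile fluorescence all below set limits, cut at about 80% in these data, passing the limit was not always enough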
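Material: 2C TCR transgenic mouse naive CD8+ T cells, MACS-purified. Also added: QL9-charged Drosophila Ld/ICAM-1/B7-1 vesicles. Timing: binding 1.5 h at 37 °C. Measured by: high-throughput flow cytometry with anti-B7-1 and anti-CD8 staining. Read-out: percent CD8+ FL2 mean versus row control. Controls: Unloaded micro-vesicles (low), QL9 vesicles with 0.7% DMSO (high).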
LYP inhibition: inhibitors of LYP phosphatase, biochemical, fluorescence intensity, uHTS (AID 1779); Tyrosine-protein phosphatase non-receptor type 22 (Homo sapiens); recombinant LYP phosphatase, fluorescence intensity; higher % means a stronger effect; one-dose inhibition, % at 11.5 µM; IC50 in µM for titrated hits; 290,000 compounds, 0.054% hits; in the data active = inhibition above about 50%;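 note: plate controls were vehicle with enzyme for no effect and no enzyme for full effect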
GPR55 activation: GPR55 agonists via beta-arrestin recruitment, primary screen, imaging, U2OS cells, beta-arrestin-GFP redistribution (AID 1961); G-protein coupled receptor 55 (Homo sapiens); U2OS GPR55 beta-arrestin-GFP redistribution imaging; higher % means a stronger effect; activation, % at 10 µM; hits with a dose series show EC50 in µM; 290,000 compounds, 0.048% hits;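 active = activation above 40% with more than 50 cells counted in the well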;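 note: U2OS osteosarcoma cells stably expressing GPR55 and beta-arrestin-GFP; plate controls were DMSO negative control for no effect and LPI positive control for full effect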
SV40 large T antigen: SV40 large T antigen inhibitors, biochemical (AID 1903) | SV40 large T antigen ATPase/helicase inhibition assay; higher % means a stronger effect | one-dose inhibition, % at 20 µM; IC50 in µM for titrated hits | 310,000 compounds, 0.39% hits; in the data active = a potency from the dose series; note: strong numbers were not always called active
NTR1 agonist: agonists of NTR1, primary screen, imaging, U2OS cells, beta-arrestin-GFP, high content (AID 493036) | NTR1-U2OS beta-arrestin-GFP spot imaging, agonist mode | activation, % at 20 µM | 330,000 compounds, 0.17% hits;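 active = activation at or above 40% of the spot to cytoplasm intensity ratio, with at least 20 cells analyzed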;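 note: 0% = DMSO without peptide and 100% = 100 nM NTR1 peptide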
Target sequence (P30989 whole entry, looked up): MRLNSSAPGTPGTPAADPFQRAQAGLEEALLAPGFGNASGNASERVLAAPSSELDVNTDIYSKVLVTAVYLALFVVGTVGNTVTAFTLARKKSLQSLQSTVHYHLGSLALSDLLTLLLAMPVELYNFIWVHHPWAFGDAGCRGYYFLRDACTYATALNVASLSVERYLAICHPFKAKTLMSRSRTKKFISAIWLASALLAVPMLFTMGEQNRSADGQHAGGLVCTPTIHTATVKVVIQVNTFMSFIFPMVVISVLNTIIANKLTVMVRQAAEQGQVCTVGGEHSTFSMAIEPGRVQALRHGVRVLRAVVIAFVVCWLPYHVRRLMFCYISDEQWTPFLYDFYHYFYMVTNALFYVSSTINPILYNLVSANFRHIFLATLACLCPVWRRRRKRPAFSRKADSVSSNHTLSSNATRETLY
Hep lipid drop: inhibitors of hepatocyte lipid droplet formation, primary screen, imaging, high-throughput imaging, BODIPY stain. AML12 mouse hepatocytes, oleate lipid droplets. inhibition, % at 6.5 µM. 240,000 compounds, 0.4% hits. AID 1656, 2009;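 active = lipid droplet intensity inhibited by at least 50%, with more than 500 cells counted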
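Material: mouse AML12 hepatocyte cell line, fixed after treatment; Timing: compound with oleate, overnight; Technique: high-content imaging of BODIPY-stained droplets and DAPI nuclei; Probe or stimulus: oleate, 100 µM final; Dosing: compound at 6.5 µM only.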
GPR55 LPI antagonism: GPR55 antagonists blocking LPI-driven arrestin recruitment, primary screen, imaging, U2OS, beta-arrestin-GFP, LPI agonist (AID 2013); inhibition, % at 10 µM, or IC50 in µM where a hit was titrated; G-protein coupled receptor 55 (Homo sapiens); 290,000 compounds, 0.13% hits; U2OS GPR55 beta-arrestin-GFP translocation imaging, LPI antagonism; higher % means a stronger effect;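 active = spots per cell inhibited over 60%, with over 100 cells counted and total cytoplasm intensity under 500,000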;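 note: U2OS cells stably carrying GPR55 and arrestin-GFP stimulated by 5 µM LPI near EC80; imaged beta-arrestin-GFP aggregate spots per cell after agonist stimulation; plate controls were LPI-stimulated DMSO wells for no effect and DMSO wells without LPI for full effect; some results filed as inactive read as strong as hits; confirmed hits need IC50 under 10 µM and bright autofluorescent wells are also inconclusive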
Hep lipid drop cells 6.5 µM: recorded beside Hep lipid drop, whose call it bears; cell count; measured here: cell count, cytotoxicity flag;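 cells counted across two imaged fields per well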
T cell modulator vesicle-bound %: second read-out of T cell modulator, no call of its own (marks repeat the call); double positive events, %; measured here: CD8+ vesicle-bound cell fraction;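 binding gate set so that unloaded-vesicle control wells show 10% double positive cells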
NTR1 agonist cell count 20 µM: also measured in NTR1 agonist; calls as there; cell count; measured here: cell count, cytotoxicity flag
* marks the source's active call; other numbers are inactive results; i = inactive; x = not tested or not shown.

Each structure is followed by: GPR35 antagonists, Rac1 GTP hydrolysis, T cell modulator, T cell modulator vesicle-bound %, LYP inhibition, GPR55 activation, SV40 large T antigen, NTR1 agonist, NTR1 agonist cell count 20 µM, Hep lipid drop, Hep lipid drop cells 6.5 µM, GPR55 LPI antagonism
CCOC(=O)c1c(S(=O)(=O)N2CCCC(C(=O)Nc3ccc(C)cn3)C2)c(C)n(C)c1C (centres undefined)
    -4%, 0%, i, 32, -16%, 0.3%, 5%, -0.7, 52, -18, 705, 7%
Cc1ccc(NS(=O)(=O)c2ccc3c(c2)CC(=O)N3)c(C)c1
    3%, -1%, i, 16, -8%, -0.1%, 9%, -1.9, 60, -1, 762, 1%
COc1cc(C(=O)NCc2cccc(Cl)c2)ccc1OCC(=O)N1CCOCC1
    x, 6%, i, 49, x, x, 5%, 1.6, 58, x, x, x
Cc1cccc(C)c1NC(=O)CNC(=O)CNC(=O)c1ccc2c(c1)OCO2
    x, 3%, i, 56, x, x, 1%, -0.2, 67, x, x, x
Cc1cc(N/N=C/c2cccc([N+](=O)[O-])c2)nc(-n2nc(C)cc2C)n1
    6%, 12%, i, 42, -6%, -0.1%, 7%, 1.3, 38, -14, 677, 0%
Cc1cccc(C(C)C)c1NC(=O)Cc1ccc(S(=O)(=O)N2CCOCC2)s1
    x, 7%, i, 30, x, x, 8%, 0.3, 68, x, x, x
COc1ccc(S(=O)(=O)N(C)C)cc1NC(=O)COC(=O)c1nc2nccc(C)n2n1
    5%, 14%, i, 20, -4%, -0.1%, 9%, 0.0, 61, 8, 710, -4%
COc1ccc(CCN2CC(C(=O)Nc3ccc4c(c3)OCO4)CC2=O)cc1OC (centres undefined)
    -5%, 13%, i, 49, -1%, -0.3%, 5%, -0.4, 70, -16, 769, 4%
CC1(C)Cc2cccc(OCC(=O)NCCOc3ccccc3)c2O1
    -1%, 2%, i, 35, -3%, 0.4%, 10%, 1.4, 55, -12, 783, 7%
CCOC(=O)c1c(S(=O)(=O)Nc2ccc(F)cc2Cl)c(C)n(C)c1C
    10%, 15%, i, 39, -9%, 0.2%, 7%, 0.4, 69, -9, 753, 8%
Cc1cc(Nc2cccc(Br)c2)c2ccccc2n1
    x, 14%, i, 44, x, x, 10%, 4.9, 59, x, x, x
CC1CCCC(C)N1C(=O)COc1ccccc1F (centres undefined)
    10%, -1%, i, 48, 1%, -0.1%, -4%, 0.2, 50, 2, 633, 8%
Cc1ccc2nc3c(c(C(=O)OC4CCOC4=O)c2c1)CCCC3 (centres undefined)
    -7%, 4%, i, 43, -2%, -0.6%, 24%, -2.6, 64, 18, 706, -16%
Cc1nc(-c2ccc(C(=O)Nc3cccc(Br)c3)cc2)cs1
    9%, 7%, i, 61, 2%, 0.2%, 5%, 4.0, 76, -7, 658, -7%
CCOC(=O)c1c(NC(C)=O)sc(C(=O)NC2CCCC2)c1C
    9%, 6%, i, 21, -5%, -0.1%, 6%, 2.2, 51, 3, 840, -1%
N#Cc1cn(CCCOc2ccccc2)c2ccccc12
    57%, -4%, i, 5, -4%, 0.0%, 10%, 1.4, 41, -28, 737, 2%
COc1ccc([C@@H]2[C@@H]3C(=O)N(C(C)(C)C)C(=O)[C@@H]3[C@]3(Cc4ccc(Cl)cc4)C(=O)N(c4cccc(F)c4)C(=O)N23)cc1
    x, 10%, i, 35, x, x, 5%, -2.9, 91, x, x, x
O=C(NCc1ccccc1Cl)c1ccc(CS(=O)Cc2ccc(Cl)cc2)o1 (centres undefined)
    10%, 9%, i, 6, -8%, 0.3%, 15%, 0.4, 57, -61, 664, 1%
CCN1CCN(c2ncc(C(=O)Nc3ccccc3C(=O)OC)c3ccccc23)CC1
    7%, 0%, i, 48, 0%, 0.0%, 1%, -4.8, 82, x, x, 17%
CC1CCCC(C)N1C(=O)Cn1nnc(-c2ccccc2)n1 (centres undefined)
    5%, 7%, i, 48, -8%, 0.0%, 20%, -0.8, 80, -1, 821, 4%

A few values from the entries so far.
For GPR55 LPI antagonism, `CCOC(=O)c1c(S(=O)(=O)Nc2ccc(F)cc2Cl)c(C)n(C)c1C` is entered as 8%
For SV40 large T antigen, `COc1cc(C(=O)NCc2cccc(Cl)c2)ccc1OCC(=O)N1CCOCC1` is entered as 5%

The list continues.
Each structure is followed by: GPR35 antagonists, Rac1 GTP hydrolysis, T cell modulator, T cell modulator vesicle-bound %, LYP inhibition, GPR55 activation, SV40 large T antigen, NTR1 agonist, NTR1 agonist cell count 20 µM, Hep lipid drop, Hep lipid drop cells 6.5 µM, GPR55 LPI antagonism
N#CC1(c2ccccc2)CCC(=O)N1c1ccccc1 (centres undefined)
    10%, 4%, i, 38, -4%, -0.1%, 10%, 1.7, 35, 1, 779, 11%
COc1ccc(/C=N/OCC(=O)N=Nc2c(O)[nH]c3ccc(Br)cc23)cc1OC
    x, 8%, i, 32, 5%, -0.3%, 5%, 6.3, 88, 3, 697, -4%
Cc1ccc(S(=O)(=O)N2CCN(C(=O)COC(=O)CCOc3cc(C)ccc3C)CC2)cc1
    x, 0%, i, 30, x, x, 7%, 5.9, 55, x, x, x
O=c1cc(CSc2n[nH]c(-c3ccncc3)n2)nc2sccn12
    10%, 10%, i, 44, 3%, -0.4%, 13%, 0.0, 52, 5, 663, 15%
COc1ccc(-c2cc(C(F)(F)F)nc(SCC(N)=O)n2)cc1
    -5%, 13%, i, 18, -3%, -0.2%, 2%, 0.8, 51, 1, 652, 4%
COc1cccc(CN2C(=O)NC3(CCCCCC3)C2=O)c1
    -2%, 5%, i, 14, -7%, -0.1%, 9%, 0.1, 49, -5, 814, -1%
O=C(CSc1nc2cc(Cl)ccc2o1)NCCc1ccccc1
    10%, 4%, i, 58, -2%, 0.2%, 11%, 2.6, 61, x, x, 27%
CCC(=O)N1N=C(c2cccs2)CC1c1ccc(OC)cc1 (centres undefined)
    10%, 8%, i, 56, -6%, 0.3%, 12%, 0.1, 73, -2, 774, 8%
CCCCNC(=O)CSc1nc2ccc(NC(=O)CSc3nnc(COc4ccccc4C)n3C)cc2s1
    -2%, 10%, i, 25, -3%, 0.6%, 28%, 2.3, 45, -5, 775, -2%
O=C(Nc1oc2ccccc2c(=O)c1-c1ccc(Cl)cc1)c1ccco1
    -3%, -7%, i, 35, 4%, 0.8%, 9%, 2.3, 52, -7, 748, -11%
O=C1C(Cl)=C(N2CCN(Cc3ccccc3)CC2)C(=O)N1Cc1ccccc1
    -16%, 7%, i, 8, 2%, -0.2%, 2%, -4.8, 75, x, x, 3%
N#Cc1cc2c(nc1SCc1cccc(Cl)c1)CCCCC2
    -1%, 3%, i, 47, -6%, -0.1%, 1%, 4.9, 58, x, x, -8%
CCc1nc(CNC(=O)c2cc(OC)c(OC)c(OC)c2)no1
    5%, 5%, i, 54, -4%, 0.6%, -1%, 0.8, 53, 16, 666, -14%
COc1ccc(C(=O)O)cc1S(=O)(=O)NCCCN1CCCC1=O
    9%, 1%, i, 49, -1%, -0.1%, 7%, -0.3, 41, x, x, -9%
CC1CCCCN1S(=O)(=O)c1cn(C)c(=O)n(C)c1=O (centres undefined)
    -2%, 4%, i, 32, -6%, -0.1%, 13%, 2.7, 60, 2, 689, -9%
O=C(Cc1cccc2ccccc12)N1CCN(c2ncccn2)CC1
    -7%, 9%, i, 19, 0%, -0.4%, 5%, -0.4, 31, 13, 719, 14%
COc1cccc(/C=C2/SC(=O)N(CC(=O)N3CCc4ccccc4C3)C2=O)c1OCC(=O)O
    9%, 12%, i, 57, 1%, -0.1%, 6%, 2.4, 52, -2, 742, 1%
CCc1ccccc1S(=O)(=O)Cc1ccc(C(=O)N2CCN(c3ccccc3OC)CC2)o1
    8%, 4%, i, 27, -8%, 0.3%, 0%, -0.1, 60, x, x, 13%
CC(C)(C)c1ccc(/C=C/C(=O)c2ccc(NC3=NCCCS3)cc2)cc1
    16%, 10%, i, 28, 30%, -0.2%, 18%, 7.7, 61, 17, 626, 20%
CC(OC(=O)c1ccc(=O)n(Cc2ccccc2)n1)C(=O)Nc1cccc(Cl)c1 (centres undefined)
    x, 12%, i, 38, x, x, 13%, 1.3, 50, x, x, x
COc1ccc(CC(=O)N2CCCc3ccccc32)cc1
    -16%, 4%, i, 28, -4%, 0.2%, 9%, 0.6, 96, x, x, -14%
O=C(CN1CCN(c2ccc(C(F)(F)F)cn2)CC1)Nc1ccc2c(c1)OCO2
    -9%, 6%, i, 26, -7%, 0.3%, 12%, -0.1, 47, -13, 713, 10%
COc1ccc2[nH]c3nc(SC(C)C)nnc3c2c1
    -1%, 8%, i, 20, -8%, 0.2%, -4%, -0.7, 39, x, x, -7%
C=CCNC(=O)NC(=O)COC(=O)CNS(=O)(=O)c1ccc(F)c(F)c1F
    9%, 8%, i, 34, -1%, -0.4%, 7%, 1.1, 45, -4, 701, 7%
COC(=O)CNC(=O)c1cc(-c2ccncc2)nc2ccccc12
    16%, 4%, i, 24, -6%, -0.1%, -5%, 1.3, 55, 4, 770, 2%
C=C(C)C(=O)Nc1cccnc1Oc1ccc(F)cc1
    5%, 2%, i, 46, -6%, 0.0%, 5%, 0.9, 49, -3, 735, 3%
